KDM5B inhibitor – Primary screen for KDM5B Histone Demethylases FDH-coupled qHTS | 220,000 tested, 2.6% active | AID 1347165, 2019 | KDM5B demethylase, FDH-coupled NADH fluorescence (FDH is formaldehyde dehydrogenase) | Potency, µM (highest dose often 57.7 µM), inactives show at the highest dose activity change, negative = inhibition, actives largely listed as inhibitors | Lysine-specific demethylase 5B (Homo sapiens), Q9UGL1; active means well fitted inhibition curve with a large enough effect; inconclusive means small, poorly fitted or top-dose-only effect; inactive means no such curve, though single readings can be large or run the other way; further: 0% is about no effect; nearly all actives have a fitted effect of over 70% in size
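Coupled FDH/NAD⁺ fluorescence readout. KDM5BΔAP 200 nM final; compound titration, 10 min RT preincubation; substrate mix 12.5 µM H3K4me3, 25 µM 2-OG, 50 µM Fe(II), 100 µM ascorbate, 0.25 mM NAD⁺, 0.25 U/mL FDH; ΔRFU over 30 min.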
* = called active by the depositor; i = inactive; ? = inconclusive; & = joins results of further samples; [ ] = dose if it differs, or a comment. Potency means the concentration at half of the fitted maximal effect.

compound	KDM5B inhibitor
COc1ccc(C(=O)N2CCC(C(=O)N(C)Cc3ccc(C)cc3)CC2)c2ccccc12	-0.4%
COc1ccc(CN2CCc3nc(N4CCN(C)CC4)[nH]c(=O)c3CC2)cc1	5.5%
CC(=O)c1ccc(NC(=O)CC2Nc3cccc4cccc(c34)NC2=O)cc1 (stereo unspecified)	?
Cc1ccc(CNS(=O)(=O)c2ccc(F)c(C(=O)Nc3ccc(C)c(F)c3)c2)cc1	?
CN(C)C(=O)c1ccc(S(=O)(=O)NCc2ccccc2Cl)s1	-11.3%
COC(=O)C1=NN(c2cccc3ccccc23)C2C(=O)N(c3ccccc3OC)C(=O)C12 (stereo unspecified)	-16.1%
COc1ccc(C(=O)N2CCC(c3n[nH]c(=O)n3-c3ccc(C)cc3)CC2)cc1	30.5%
CC1(C)CC(n2c(NCCO)nc3c(c2=O)C2(CCCC2)Cc2ccccc2-3)CCO1 (stereo unspecified)	?
Nc1ccc(C(=O)Nc2ccc(NC(=O)c3ccco3)c(O)c2)cc1	9.7%
COc1ccccc1NC(=O)c1[nH]c(C)c(C(C)=O)c1C	9.3%
CCCn1c(N2CCN(CC(N)=O)CC2)nc2c1c(=O)[nH]c(=O)n2C	9.9%
O=C(c1cccnc1)N1C[C@@H]2OCC(=O)N(CC3CCCCC3)[C@@H]2C1	11.8%[86.2 µM]
COc1cccc(CN2CCOC3(CCN(Cc4ccc(Cl)cc4)CC3)C2=O)c1	-14.5%[86.2 µM]
Cc1sc2nc(NCC(C)O)n3nc(-c4ccco4)nc3c2c1C (stereo unspecified)	?
COCCN1C(=O)[C@@H]2C[C@@H](CN2Cc2ccc(OC(F)(F)F)cc2)Oc2ccccc21	10.4%

The listing continues:
compound	KDM5B inhibitor
O=C(CC1C(=O)Nc2nc(SCc3ccccc3)nn21)Nc1ccccc1 (stereo unspecified)	-12.3%
COCC1CN(C(C)=O)CC12CCN(C(=O)c1ocnc1C)CC2 (stereo unspecified)	4.2%
CCOC(=O)c1ccccc1NC(=O)Cn1c(=O)n(CCC(=O)N2CCc3ccccc3C2)c(=O)c2ccccc21	?
CCn1cc(S(=O)(=O)N2CCCC(c3nc(-c4ccccc4)no3)CCNC(=O)CC2)cn1 (stereo unspecified)	39.6%
Cc1ccc(C)c(OCc2cc(C(=O)N3CC[C@@H]4CCCC[C@H]4C3)no2)c1	-9.5%
COc1ccc2nc(Nc3nc(C)c(Cc4ccccc4Cl)c(=O)[nH]3)nc(C)c2c1	7.5%
CC1CCc2c(c(-c3cccc(O)c3)nc3ccc4ccccc4c23)C1 (stereo unspecified)	?
COc1ccc(Br)c(C(=O)N[C@@H]2C=C(C(=O)N[C@H](CC(C)C)C(N)=O)C[C@@H](O)[C@@H]2O)c1	-26.5%
Cc1cc(NC(=O)c2ccc3c(c2)N(C)C2CCCCCN2C3=O)ccc1Br (stereo unspecified)	?
Cc1cc(C)n(CC(=O)Nc2ccc(N3CCOCC3)c(Cl)c2)c(=O)c1C#N	6.2%
CC(C)n1nc(C(=O)OCC#N)c2ccccc2c1=O	5.1%
NS(=O)(=O)c1ccc(N/N=C/c2c(F)cccc2F)c([N+](=O)[O-])c1	23.1%
CC(=O)N1CCC(N2CCOC[C@H]2c2ncc(-c3ccc(S(C)(=O)=O)cc3)[nH]2)CC1	11.6%[86.2 µM]
CCCC(=O)NCCc1nc2ccccc2n1Cc1c(F)cccc1Cl	10.9%
CCn1cc(-c2ccncc2)cc1C(=O)NCc1cccc(F)c1	?

(continued)
compound	KDM5B inhibitor
COc1ccc2c3c([nH]c2c1)C1(NCC3)C(=O)Nc2ccccc21 (stereo unspecified)	31.6%
CCN1C(=O)C2(CCN(C(=O)C3CC3)CC2)c2ccccc21	17.8%
Cc1nn(-c2ccccc2)c2sc(C(=O)NC3CCN(Cc4ccccc4)CC3)cc12	?
O=C(O)Cn1ccc2cc(OCCc3cccc(-c4ccc(Cl)cc4)c3)cnc21	35.5µM*
COC(=O)[C@]12C[C@H](CC(=O)N3CCN(C(=O)c4ccco4)CC3)C(=O)N(Cc3ccc(Cl)cc3Cl)C1=C[C@H](C1CCCC1)O[C@@H]2C	-21.3%
O=C1NCCCCCCN(Cc2cccc(OC(F)(F)F)c2)[C@H]2CCC[C@@H]12	5.62µM*
Cn1cccc1CN1CCCCCNC(=O)[C@@H]2CCC[C@@H]21	-33.6%
O=C(NC1CC1)[C@H]1O[C@H](CCN2CCN(Cc3ccccc3)CC2)CC[C@@H]1O	-20.7%[86.2 µM]
S=C(NCCC(c1ccccc1)c1ccccc1)Nc1ccc(Cl)c(Cl)c1	-22.4%
O=CN1CCN(C(C(=O)O)c2cn(CC(=O)O)c3ccc(Br)cc23)CC1 (stereo unspecified)	-13.1%
O=C(NCCc1ccc(Cl)cc1)c1ccc2nccn2c1	112µM*
CCOc1cccc(CN2C[C@@H](CO)[C@H](c3nc(C)no3)C2)c1	-24.9%
CCOc1ccc(C(O)(c2ccccc2)C(CN2CCCC2)c2ccccc2)cc1 (stereo unspecified)	10.5%
Cc1nn(Cc2ccccc2)c(C)c1CNC(=O)c1ccc(F)c(S(=O)(=O)N2CCOCC2)c1	-1.7%
COC(=O)c1cc(NS(=O)(=O)c2ccc3c(c2)OCCO3)ccc1Cl	?

Pulled by structure from the entries so far (six):
compound	KDM5B inhibitor
CCN1C(=O)C2(CCN(C(=O)C3CC3)CC2)c2ccccc21	17.8%
S=C(NCCC(c1ccccc1)c1ccccc1)Nc1ccc(Cl)c(Cl)c1	-22.4%
O=C(NC1CC1)[C@H]1O[C@H](CCN2CCN(Cc3ccccc3)CC2)CC[C@@H]1O	-20.7%[86.2 µM]
O=C1NCCCCCCN(Cc2cccc(OC(F)(F)F)c2)[C@H]2CCC[C@@H]12	5.62µM*
CCOc1cccc(CN2C[C@@H](CO)[C@H](c3nc(C)no3)C2)c1	-24.9%
Cc1nn(-c2ccccc2)c2sc(C(=O)NC3CCN(Cc4ccccc4)CC3)cc12	?

Other results:
compound	KDM5B inhibitor
O=C1NC2(CCN(C(=O)c3ccccc3F)C2)N=C1c1cccnc1 (stereo unspecified)	-16.8%
Cn1ncc2c(-c3ccc([S+](C)(=O)[O-])cc3)cc(C(=O)N3CCN(c4ncccn4)CC3)nc21	?
Cc1ccc(NC(=O)C2CCCN2S(=O)(=O)c2cccc3nsnc23)c(C)c1 (stereo unspecified)	-14.2%
C=CCNC(=O)N[C@H]1[C@H](O)[C@@H](N2CCN(c3ccccc3OC)CC2)[C@@H]2OC[C@H]1O2	?
O=S(=O)(Nc1ccc2oc3ccccc3c2c1)c1cccs1	?
FC(F)(F)c1ccc(Cl)c(N/N=C/c2ccc(Br)cc2)c1	-0.9%
CC(=O)N1CCC(C(=O)N2[C@@H]3CC[C@H]2CC(NC(=O)c2ccc(F)cc2)C3)CC1 (stereo partly specified)	27.0%
COc1ccccc1CNC(=O)c1ccc(N2CCCC2)c(NC(=O)NCCC(C)C)c1	?
Cc1ccc(C2Cn3nnc(C(=O)NCc4ccccc4C)c3CO2)cc1 (stereo unspecified)	-4.2%
CN(C)c1ccc(CN2CCCC3(CC(c4ccccn4)=NO3)C2)cc1 (stereo unspecified)	-7.3%[149 µM]
COc1ccc(-c2oc3ncn4nc(-c5ccccc5OC)nc4c3c2-c2ccc(OC)cc2)cc1	-26.0%
O=C(N[C@@H]1CCN(C(=O)c2n[nH]c3ccccc23)C[C@H]1O)c1cccnc1	15.5%
CCOc1ccc(CNC(=O)c2ccc3c(c2)nc2n3CCOC2)cc1	-1.4%
O=C(COc1ccccc1)Nc1ccc2n(c1=O)C[C@H]1C[C@@H]2CN(C(=O)c2cccnc2)C1	4.9%
CCOc1cccc2cc(-c3nc(-c4ccccc4C)no3)c(=O)oc12	-22.3%

The listing continues.
compound	KDM5B inhibitor
N#Cc1c(C(F)(F)F)cc(-c2cccs2)nc1SCC(=O)Nc1ccccc1F	?
COc1ccc2cc(C(=O)N3CCC4(CC3)CC(c3nc(C)no3)N(C)C4)[nH]c2c1 (stereo unspecified)	?
Cc1ccc(NC(=O)/C(C#N)=C/c2ccc(C)o2)cc1	0.0%
CCOCCCn1c(=NC(C)=O)c(C#N)cc2c(=O)n3cccc(C)c3nc21	i
CC(C)C(=NNC(=O)c1ccc(Br)cc1)C(C)C	-6.0%
O=S(=O)(c1ccccc1F)N1CCN(Cc2cccc3cccnc23)CC1	0.7%
Cc1cccc(C(=O)N2CCN(Cc3nc(N)c4ccccc4n3)CC2)c1C	3.9%
N#Cc1nc(-c2cccc3ccccc23)oc1N1CCC(C(N)=O)CC1	i
CC(Oc1ccccc1)C(=O)Nc1ccc(C(=O)OCc2cc(=O)n3nc(C(C)C)sc3n2)cc1 (stereo unspecified)	8.7%&-6.4%
CCS(=O)(=O)N1CCCCC(NC(=O)c2scc3c2OCCO3)C1 (stereo unspecified)	-25.4%
CC(=O)Nc1ccc(S(=O)(=O)NC(c2ccc(F)cc2)c2cccs2)cc1 (stereo unspecified)	-17.2%
CCOCCCNC(=S)Nc1ccc(Br)cc1Cl	8.8%
COc1ccc2occ(CC(=O)Nc3ccc(S(=O)(=O)Nc4nccc(C)n4)cc3)c2c1	-22.1%
O=C(c1ccccc1)N1CCCC2(C1)Nc1cccnc1NC2=NCc1ccccc1 (stereo unspecified)	28.2µM*
COc1ccc(C(=O)N[C@@H]2CCC[C@@H]2C(=O)N2CCN(c3ccc(Cl)cc3)CC2)cc1	-1.1%

The results go on.
compound	KDM5B inhibitor
O=C(CCc1ncc(-c2ccccc2)o1)Nc1ccc(O)c2ccccc12	-32.9%
CC(C)(C)c1ccc(OCC(=O)N(Cc2nc3ccccc3c(=O)[nH]2)CC2CCCO2)cc1 (stereo unspecified)	0.3%
COc1ccccc1/C=C/C(=O)N[C@@H]1C[C@H]2CC[C@@H]1C2	-29.6%
O=C(CN1CCN(S(=O)(=O)c2ccc(Cl)s2)CC1)N1CCOCC1	2.4%
Cc1cc(O)c(C(C)C)cc1NC(=O)Nc1cccc2ccccc12	3.2%
O=c1c2c(n(Cc3cccnc3)n1-c1ccccc1)CN(CC1CCOC1)CC2 (stereo unspecified)	?
O=C(NCc1cccc(F)c1)C1CC(c2ccccc2)CN(C(=O)c2ccc(F)cc2)C1 (stereo unspecified)	-3.6%
CC(C)NC(=O)Cc1ccc(N(Cc2ccc(F)cc2)C(=O)c2ccco2)cc1	-2.3%
CCN1C(=O)COC[C@@H]1[C@H](O)c1ccc(NC(=O)c2ccnc(Cl)c2)cc1	5.0%[86.2 µM]
Cc1ccc(-c2noc([C@@H]3C[C@H](NS(=O)(=O)c4ccc(Cl)cc4)CN3C)n2)cc1	?
CCc1cccc(NC(=O)CCn2ccn3nc4c(c3c2=O)CCCC4)c1	1.1%
CNC(=O)N1CCCC1c1nc(C2CN(C(=O)c3cnccn3)C2)no1 (stereo unspecified)	-25.4%
Cc1cc(C(=O)N2CCN(c3ccc(C(F)(F)F)cn3)CC2)c(C)o1	?
CCOc1cc(CNC(=O)CN2CCSc3ccccc32)cc(OCC)c1OCC	-13.0%
CCOc1cc(/C=C2/NC(=O)NC2=O)cc(Br)c1OCc1cccc(C(=O)O)c1	-5.1%

Next records.
compound	KDM5B inhibitor
Cc1ccc(Cl)cc1N1CCN(C(=O)Cn2cnc3onc(-c4ccc(F)cc4)c3c2=O)CC1	-12.3%
CC1=NOC2(CCCN(C(=O)Cc3ccccc3)C2)C1 (stereo unspecified)	14.4%[149 µM]
CC(C)CCNC(=O)C1Cn2cccc2C(=O)N1CC(C)C (stereo unspecified)	18.0%
COc1cc(/C=C/c2ccc3cccc(O)c3n2)ccc1OC(C)=O	-29.0%
Cc1ccc(NC(=O)c2ccc(CSc3ccc(Cl)cc3)cc2)cc1C	9.2%
O=C(c1ccccc1)N1CCC(Oc2cccc(F)c2)C1 (stereo unspecified)	-7.9%
Cc1cccc(C(=O)NCCSC(F)(F)F)n1	23.5%
O=C(Nc1ccc2oc(-c3ccc4ccccc4c3)nc2c1)c1cccc(Cl)c1Cl	?
CC(C)C(CC(=O)O)c1ccc(Cl)cc1 (stereo unspecified)	-5.4%
Cc1ccc(S(=O)(=O)c2cn(C)c3cc(N4CCOCC4)c(F)cc3c2=O)c(C)c1	-19.9%
O=[S+]([O-])(c1ccccc1)N1CC(Oc2ccc3c(c2)OCO3)C1	-6.6%[149 µM]
CC1CCc2cc(F)ccc2N1C(=S)NC1CC1 (stereo unspecified)	-1.7%
CCN(CC)S(=O)(=O)c1ccc2cc(OC)ccc2c1	-18.5%
CCc1noc(-c2cccn3c(CNC(=O)CCc4cccc(OC)c4)nnc23)n1	?
CCN1CCN(CC(=O)c2c(C)[nH]c3cc(C)ccc23)CC1	0.7%

(next part)
compound	KDM5B inhibitor
CCn1ccc2cc(S(=O)(=O)N3CCCN(C(=O)Nc4ccccc4C(F)(F)F)CC3)ccc21	-3.7%
CCCNc1nc2ccccc2nc1C(=O)Nc1ccc(C)c(C)c1	-5.4%
COc1ccc(NC(=O)C2CC(c3ccc(OC)c(OC)c3)=NO2)cc1 (stereo unspecified)	11.8%
Cc1cc(=O)[nH]c(NCCNC(=O)c2cccc(CCC(C)(C)O)c2)n1	-5.5%
CCCCC(CC)C(=O)Nc1sc2c(c1C#N)CCCC2 (stereo unspecified)	-39.8%
Cc1ccc(-n2c(C3CCN(C(=O)c4ccc(OC(F)(F)F)cc4)CC3)n[nH]c2=O)cc1	56.4%[activator]

An excerpt; rates above refer to the full screens.
